# USP2a inh = inhibitors of human ubiquitin-specific protease USP2a; O75604; USP2 core, Ub-CHOP2 coupled fluorogenic reporter, 485/531; Potency, µM (series often up to 38.3 µM), without a hit: at the highest dose activity change, negative = inhibition, usual class: inhibitors; AID 463254; hit rate 0.01% among 330,000;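 note: potency is the fitted concentration of half-maximal effect; plate controls were DMSO wells for no effect and full inhibition by NEM control for full effect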
# Target sequence (O75604 whole entry, looked up): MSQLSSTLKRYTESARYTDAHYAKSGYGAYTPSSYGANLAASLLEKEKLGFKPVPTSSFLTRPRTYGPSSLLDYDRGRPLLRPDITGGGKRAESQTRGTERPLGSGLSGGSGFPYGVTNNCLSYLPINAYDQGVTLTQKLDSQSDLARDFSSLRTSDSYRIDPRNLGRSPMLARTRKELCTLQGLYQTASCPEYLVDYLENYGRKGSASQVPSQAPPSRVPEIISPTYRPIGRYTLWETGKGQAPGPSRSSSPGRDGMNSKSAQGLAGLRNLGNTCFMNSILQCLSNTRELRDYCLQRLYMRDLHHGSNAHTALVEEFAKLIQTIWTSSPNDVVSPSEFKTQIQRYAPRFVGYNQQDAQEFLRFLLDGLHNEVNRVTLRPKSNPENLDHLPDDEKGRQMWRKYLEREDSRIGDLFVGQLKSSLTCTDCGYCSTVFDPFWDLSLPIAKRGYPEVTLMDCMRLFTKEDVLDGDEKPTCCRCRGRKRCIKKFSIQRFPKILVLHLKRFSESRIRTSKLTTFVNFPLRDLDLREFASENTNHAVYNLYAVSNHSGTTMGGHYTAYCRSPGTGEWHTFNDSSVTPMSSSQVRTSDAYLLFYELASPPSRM
#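 Cell-free coupled assay: 10nM USP2 core preincubated 30min RT with compound in Tris-HCl pH 8.0/CaCl2/CHAPS buffer, then 25nM Ub-CHOP2 and 25nM reporter substrate; fluorescence (Ex 485/Em 531) read after 60min RT, normalized to NEM inhibition, concentration-response curves fitted.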
# PKM2 act = increases activity of human pyruvate kinase M2 | P14618 | purified PKM2, Kinase-Glo ATP luminescence, activation; response scale: 0% is enzyme alone, no compound | Potency, µM (top dose mostly 57.5 µM), for the others: at the top dose activation, hits mostly activators | hit rate 0.34% among 260,000; note: potency is the fitted concentration of half-maximal effect; nearly all actives have a fitted effect of over 55% in size
#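 Kinase-Glo luminescence reports ATP generated from ADP (0.1 mM) and PEP (0.5 mM) by purified hPK-M2 after 1 h at room temperature, pH 7.2 imidazole buffer; intermediate enzyme activity allows detecting inhibitors and activators.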
# GALK inh = inhibitors of human galactokinase; Potency, µM (top dose mostly 57.5 µM), without a hit: top-dose activity change, negative = inhibition, hits mostly inhibitors; Purified GALK, Kinase-Glo residual ATP luminescence; P51570; hit rate 0.007% among 270,000; note: potency is the fitted concentration of half-maximal effect
#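 5 nM enzyme, 35 uM ATP, 100 uM galactose, 20 mM HEPES pH8.0, 5 mM MgCl2; 1 h RT; residual ATP by Kinase-Glo Plus luminescence, qHTS format.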
# KCNH2 3.1 block = inhibitors of human KCNH2 3.1 potassium channel isoform; U2OS KCNH2 3.1, thallium flux FluxOr; stronger effect = lower value; activity change, % (tested at about 1.8 µM); hit rate 0.95% among 340,000; AID 720553;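 active = maximum activity change below -70%; inconclusive = maximum activity change from -70% to -50%; inactive = maximum activity change above -50%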;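 note: thallium influx rate constant from kinetic fluorescence after stimulation buffer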
#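 U2OS cells transduced with KCNH2 3.1 mutant virus (1.77 x 10^8 /mL, 4 h), plated overnight at 37 C, loaded 45 min with FluxOr dye plus Red40 quencher. Thallium flux rate constant from kinetic reads after stimulation buffer, normalised to controls.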
# hERG WT inh = inhibitors of human wildtype KCNH2 potassium channel; Q12809; U2OS, BacMam KCNH2, thallium flux FluxOr; stronger effect = lower value; activity change, % at 1.84 µM; hit rate 0.37% among 340,000; AID 720551;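 active = maximum activity change below -70%; inconclusive = maximum activity change between -70% and -50%; inactive = maximum activity change above -50%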
#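 U2OS cells were transduced with wild-type KCNH2 virus (2.03 x 10^8 / mL) for 4 h at room temperature, then cultured overnight at 37 C. Thallium flux was read with FluxOr dye. Rate constants were normalized to DMSO controls.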
# uPA surface inh = blocks generation of uPA at the cell surface; cell surface uPA generation assay, qHTS; Potency, µM (titrated, usually from 38.3 µM), for the others: top-dose activity change, negative = inhibition, hits mostly inhibitors; hit rate 0.31% among 330,000; active = well fitted inhibition curve with a large enough effect; inconclusive = small, poorly fitted or top-dose-only effect; inactive = no such curve, though single readings can be large or run the other way; tested in mouse RAW 264.7 cells; note: potency is the fitted concentration of half-maximal effect; nearly all actives have a fitted effect of over 55% in size
# Coupling enz = inhibits coupling enzyme system, counter-screen for aldolase hits; coupling enzyme system counterscreen, AmpLite Red fluorescence; hit rate 0.67% among 290,000; activity change, negative = inhibition, % at 58.2 µM, hits read low; in the data active = activity change below about -30%
#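 Final compound at 57.5 uM, incubated 10 min at RT with coupling enzyme reagent (glyceraldehyde-3-phosphate), then 20 min with substrate and AmpLite Red detection. Fluorescence read at 525/598 nm; tests interference with the coupling assay, not aldolase inhibition.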
# B2AR arrestin = beta2AR (human) beta-arrestin recruitment activity; beta-arrestin recruitment to beta2AR, cell-based reporter; Potency, µM (series often up to 46.1 µM), for inactives: at the top dose activation, usual class: activators; hit rate 0.02% among 330,000; AID 492947;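 note: potency is the fitted concentration of half-maximal effect; 0% = DMSO controls and full agonism = EC100 isoproterenol or metaproterenol; nearly all actives have a fitted effect of over 65% in size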
# Target sequence (P07550 whole entry, looked up): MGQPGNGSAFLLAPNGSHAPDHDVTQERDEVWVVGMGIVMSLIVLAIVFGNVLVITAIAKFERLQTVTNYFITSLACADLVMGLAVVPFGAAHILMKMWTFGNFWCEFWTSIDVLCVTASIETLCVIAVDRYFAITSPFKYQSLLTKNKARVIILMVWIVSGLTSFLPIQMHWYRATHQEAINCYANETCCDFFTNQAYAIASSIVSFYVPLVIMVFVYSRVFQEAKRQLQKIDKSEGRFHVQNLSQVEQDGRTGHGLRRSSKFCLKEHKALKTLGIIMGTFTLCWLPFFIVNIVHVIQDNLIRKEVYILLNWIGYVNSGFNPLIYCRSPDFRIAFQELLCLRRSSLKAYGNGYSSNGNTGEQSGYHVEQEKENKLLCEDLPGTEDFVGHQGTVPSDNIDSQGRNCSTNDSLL
# Giardia kill = Giardia lamblia killing; Giardia lamblia trophozoite viability; activity change, % at 7.66 µM, hits read low; hit rate 0.15% among 340,000; in the data active = activity change below about -80%; inconclusive = between about -30% and that limit;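 note: parasites exposed to compound for two days anaerobically before the ATP read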
#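 Trophozoites 100 cells/well + cpd; 48 hrs, 37 deg C, anaerobic. ATPLite 1-Step added, 15-30 min RT, luminescence read (ATP-based viability).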
# Eya2 phos inh = inhibitors of human Eya2 phosphatase activity. Potency, µM (highest dose often 76.9 µM), for the others: at the highest dose activity, negative = inhibition, most hits filed as inhibitors. recombinant Eya2, OMFP fluorescence dephosphorylation (OMFP is methylfluorescein phosphate). hit rate 0.006% among 330,000. O00167; note: potency is the fitted concentration of half-maximal effect
#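 Eya2 (0.2 uM) preincubated 10 min at ambient with compound, then OMFP substrate added at 50 uM; 10 min reaction in 50 mM HEPES pH 7.5, 50 mM NaCl, 5 uM MgCl2, 0.05% BSA, 1 mM DTT. Fluorescence read at Ex 485/Em 525 nm.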
# Chronic BCR inh = blocks chronic active B-cell receptor signaling; ABC-DLBCL IkBa-CBG/CBR reporter, luminescence ratio, 4 h; Potency, µM (doses to about 46.1 µM), for inactives: at the top dose ratio change, negative = lower green/red ratio, hits mostly inhibitors; hit rate 0.05% among 340,000; AID 493014; active = well fitted inhibition curve with a large enough effect in the signal ratio, with a control signal flat, not every such curve was filed as active; inconclusive = small, poorly fitted or top-dose-only effect, or effect the other way, or a change in a side signal; the % refers to the signal ratio;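 note: potency is the fitted concentration of half-maximal effect; plate controls were basal doxycycline-induced cells for no effect and cells given 10 µM MG132 for full effect; MG132 reads +100%, hits lower the ratio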
#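 Concentration-response series (up to 46 uM) were applied to TMD8 dual-reporter cells for 4 h at 37C with doxycycline. Green/red ratio, after filter-overlap correction, defined %Activity; red signal alone was normalised to basal cells and zero luminescence.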
# * = called active by the depositor; ? = inconclusive; nt = no result given; & = joins results of further samples; [ ] = remark or other dose. Unless noted, calls come from the whole dose curve; as a rule, active = well fitted curve in the direction sought with a large enough effect; inconclusive = small, poorly fitted or top-dose-only effect, or another doubt; inactive = no such curve, though single readings can be large; an effect the other way counts as inactive or inconclusive. Unless noted, % is set by controls: 0 for no effect and ±100 for the full control effect.
SMILES,USP2a inh,PKM2 act,GALK inh,KCNH2 3.1 block,hERG WT inh,uPA surface inh,Coupling enz,B2AR arrestin,Giardia kill,Eya2 phos inh,Chronic BCR inh
CC(C)N1CCc2c(sc(NC(=O)c3ccc(S(=O)(=O)N4CCOCC4)cc3)c2C(N)=O)C1,1%,2%,-1%,12,-8,-2%,0,0.4%,-18,-7%,?
CCOc1ccc(NC(=S)N2CCN(S(=O)(=O)c3ccc(C)cc3)CC2)cc1,-3%,13%,3%,nt,-27,1%,-1,-0.8%,9,-4%,-3%
O=C(O)c1ccc(Cl)c(NC(=O)C2CCCN2S(=O)(=O)c2cccc3nsnc23)c1 (stereo unspecified),2%,-4%,-2%,-7,-1,7%,4,-0.1%,6,-15%,1%
COc1ccccc1C(CCNCc1ccc(N(C)C)cc1)c1ccc(OC(C)C)cc1 (stereo unspecified),0%,nt,2%,-15,-2,-9%,1,-0.9%,10,-4%,?
CC1(c2ccccc2Cl)NC(=O)N(CC(=O)NCc2ccc3c(c2)OCO3)C1=O (stereo unspecified),1%,0%,-3%,8,2,1%,-2,-0.3%,-12,10%,-1%
CCOC(=O)c1ccc(-c2cccc(-c3cc(=O)oc4cc(OC)cc(OC)c34)c2)cc1,1%,nt,nt,-7,-2,18%,-3,-0.2%,-22,-3%,2%
CC(NC(=O)C(=O)NCCC1=CCCCC1)c1ccccc1 (stereo unspecified),0%,-4%,1%,15,12,-2%,-1,0.2%,-16,2%,2%
COc1cccc(C(=O)N2CCN=C2SC)c1,-1%,14%,-2%,-9,6,3%,0,0.5%,0,3%,-2%
O=C(Nc1ccccc1)C(c1ccccc1)c1ccccc1,0%,nt,2%,-9,0,-1%,-1,-1.0%,4,-5%,8%
CC[C@]12c3[nH]c4cc(CCC(=O)N(C)C)ccc4c3CCN1C(=O)[C@@H](CC(=O)NCCN1CCOCC1)C[C@@H]2C(=O)N1CCN(C(=O)C2CC2)CC1,1%,nt,nt,4,-1,4%,nt,-0.2%,5,0%,2%
CC(C)C(=O)N(Cc1cc2ccccc2[nH]c1=O)C(C)(C)C,1%,0%,4%,6,10,5%,0,0.2%,-4,-14%,-2%
Cc1onc(-c2c(Cl)cccc2Cl)c1NC(=O)NN(C)C,2%,-10%,-1%,0,2,6%,7,0.2%,4,-6%,-11%
Cc1csc(NC(=O)CSc2ncnc3c2cnn3-c2ccccc2Cl)n1,-3%,1%,0%,-18,7,-8%,3,0.4%,6,16%,?
O=S(=O)(Nc1ccc2nc(-c3ccco3)[nH]c2c1)c1ccccc1,3%,10%,-5%,-6,5,-1%,-35*,-0.8%,-13,1%,2%
O=C(C1=C[C@@H](c2ccc(C(F)(F)F)cc2)C[C@@H](OCc2ccc(CO)cc2)O1)N1CCN(Cc2ccccc2)CC1,4%,0%,-1%,-24,7,?,-1,0.4%,-5,6%,?
Cc1ccc2oc(C(F)(F)C(F)F)cc(=O)c2c1,3%,3%,-3%,-3,-8,6%,4,-0.2%,-1,0%,?
Cc1cccc(C)c1NC(=O)C(c1cccs1)N(Cc1ccco1)C(=O)Cn1nnc2ccccc21 (stereo unspecified),5%,3%,1%,11,6,1%,3,0.0%,0,8%,1%
CCSC1=C(C#N)C(c2ccccc2C)CC(=O)N1 (stereo unspecified),1%,-1%,-1%,6,8,-6%,2,0.3%,-2,-6%,?
COc1ccc(CCNC(=O)CSc2nc3[nH]c(=O)cc(O)c3s2)cc1,0%,nt,nt,-3,-5,13%,nt,-0.3%,19,-1%,-7%
C=CC(=O)N1C/C=C\C(c2ccc(OC)cc2)N(Cc2ccc(F)cc2)C(=O)C1 (stereo unspecified),6%,2%,2%,nt,nt,-25%,-1&0,-0.3%,3&2,-2%,-2%
CC(=O)NC1C(OCCOc2ccc(Cl)cc2C)OC(CO)C(O)C1O (stereo unspecified),4%,nt,3%,0,8,2%,2,0.4%,12,9%,-4%
CCN(CC)C(=O)c1ccc(Nc2nnc(C)c3ccccc23)cc1,0%,-39%,1%,-13,7,nt,2,-0.5%,-15,4%,-20%
Cc1onc(-c2ccccc2Cl)c1C(=O)NC(=S)Nc1ccc(C(C)C)cc1,0%,-8%,nt,-10,-3,11%,2,0.0%,27,-5%,?
COc1ccc(C(=O)N/N=C2/SCC(=O)N2Cc2ccc3c(c2)OCO3)cc1OC,0%,0%,1%,3,-26,-14%,-2,-0.5%,2,4%,-3%
O=C(Nc1nc(-c2ccccc2)cs1)C1CCCN(S(=O)(=O)c2ccccc2)C1 (stereo unspecified),-14%,1%,1%,-18,13,-13%,-8,-1.7%,-9,2%[15.4 µM],?
Clc1ccc2[nH]c(-c3ccccc3)cc2c1,-1%,0%,3%,-3,4,12%,-7,0.0%,6,-39%,?
Cc1cc(Nc2ccccc2)n(C(=O)c2ccc(N)cc2)n1,3%,-9%,0%,-5,-5,-1%,3,-0.4%,-3,-1%,2%
CCCNC(=O)Nc1nc2ccccc2s1,3%,-2%,1%,8,-14,-12%,0,-0.8%,-26,-12%,?
CS(=O)(=O)N(CC(=O)Nc1ccccc1Sc1ccccc1)C1CCCCC1,-11%,-2%,0%,-12,13,nt,-13,-0.1%,20,-13%,?
O=C(CN1C(=O)C2CC=C(Cl)CC2C1=O)NCc1ccccc1 (stereo unspecified),4%,-1%,2%,-6,-2,6%,2,0.1%,-10,3%,0%
Cc1ccc(C(=O)NCC(=O)N(C)Cc2cccc(F)c2)s1,2%,nt,nt,-1,-3,-3%,nt,-0.3%,31[activator],-5%,?
Cc1cc(NC(=O)CSc2ccc(-c3ccc(Br)cc3)nn2)no1,2%,10%,2%,-5,11,8%,nt,-1.0%,-5,-2%,?
CC(NC(=O)c1cnccn1)c1ccc(S(N)(=O)=O)cc1 (stereo unspecified),0%,-6%,1%,2,13,-1%,0,-0.7%,12,-6%,6%
CN1C(=O)C2(C(C#N)=C(N)Oc3c2oc(CO)cc3=O)c2ccccc21 (stereo unspecified),1%,3%,0%,-9,1,4%,-2,-0.2%,5,13%,0%
O=c1c2ccccc2nc2n1C(CSc1ccc(Br)cc1)CN2 (stereo unspecified),1%,-14%,-3%,-1,10,-3%,-7,-1.3%,-12,0%,3%
N#CC(=C=[N-])c1nc2ccccc2nc1-[n+]1cccc(NC(=O)c2ccccc2)c1,0%&3%,?,0%&0%,-5,-7,1%,1&0,-0.8%&0.2%,-5,0%&9%,3%&-2%
COc1ccc(N(C)S(=O)(=O)c2cccc(C(=O)Nc3nc(C)c(C(C)=O)s3)c2)cc1,2%,nt,nt,-7,-21,7%,nt,-0.5%,-28,-21%,3%
CCCCc1nnc(NC(=O)Cn2cnc3ccccc3c2=O)s1,0%,1%,13%,4,-15,-2%,1,0.2%,-8,-8%,1%
C(=C\c1nnc2c3ccccc3ncn12)/c1ccccc1,1%,-19%,2%,25,15,-11%,-5,-1.9%,7,-3%,?
CCCc1cc(=O)oc2cc(OCc3ccc(OC)cc3)c(Cl)cc12,2%,-2%,1%,-74*,-18,-2%,-2,-0.1%,32[activator],-4%,-12%
O=C1NC(NS(=O)(=O)c2ccccc2)(C(F)(F)F)C(=O)N1c1cccc(Cl)c1 (stereo unspecified),0%,nt,5%,15,-12,6%,8,-0.5%,-24,0%,9%
CC(=O)CCS(=O)(=O)c1ccc(NC(C)=O)cc1,0%,8%,3%,-2,3,?,1,2.6%,5,9%,?
CCN(c1ccccc1)C1(O)C(=O)c2ccccc2C1=O,2%,3%,2%,-22,-14,2%,-1,0.0%,6,?,3%
CCC(NC(=O)CN1CCN(C(=O)c2cccs2)CC1)c1ccc(C)cc1 (stereo unspecified),3%,nt,nt,12,-3,-5%,nt,-0.3%,-17,-4%,2%
Cc1cc(C)nc(NC(N)=S)n1,0%,1%,-4%,0,7,4%,0,0.0%,1,17%,3%
COc1cc(OC)c(N(C)S(=O)(=O)c2cccc(C(=O)OCC(=O)c3c[nH]c4ccccc34)c2)cc1Cl,5%,1%,0%,3,18,1%,-4,0.6%,5,-2%,-3%
NNC(=O)c1oc2nc(-c3cccs3)cc(-c3ccco3)c2c1N,0%,nt,10%,nt,nt,nt,-1,0.0%,nt,10%,?
Cc1cc(C)c(S(=O)(=O)Nc2ccc(-c3cn4ccccc4n3)cc2)c(C)c1,-8%,-1%,1%,-23,12,-11%,-3,0.2%,3,-3%,4%
C=C(C)CNC(=O)CCc1nnc(Cc2cccc(C(F)(F)F)c2)o1,2%,-2%,2%,nt,8,4%,1,-0.5%,6,-2%,-3%
